SF1 activator = activates the human nuclear receptor SF-1. Q13285. CHO-K1 Gal4-SF-1 LBD luciferase reporter; % increase over DMSO SF-1-specific signal. activation, % at 10 µM. actives 1.9% (n = 65,000). AID 522;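 active = activation above the mean activation of all tested compounds plus 3 SD, cut at about 50% in these data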
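Test system: CHO-K1 cells with Gal4–hSF-1 LBD chimera plus Gal4-driven luciferase; Input: 4,000 cells/well; Compound: 10 µM only; Times: 20 h compound treatment, 37 °C; Measured by: steady-glow luciferase luminescence, read after 15 min reagent incubation; Measure: percent activation versus DMSO; Control set: DMSO and mock-transfected background; Replicates: one test per compound.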
tolC growth inh = E. coli tolC mutant growth inhibition. E. coli BW25113 tolC mutant growth, OD615. growth inhibition, % at 10 µM (by protocol). actives 2.2% (n = 65,000);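 active = growth inhibition at or above a cutoff equal to the mean over every tested compound plus 3 SD, cut at about 60% in these data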;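 note: growth measured after 20 h incubation at 37 °C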
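signal = optical density read at 615 nm | test system = E. coli ΔtolC::kan strain BW25113 | timing = 20 h compound exposure of bacteria at 37 °C | buffer or medium = LB medium plus 50 µg/mL kanamycin | compound dosing = 10 µM final, single dose | evaluation = % inhibition of E. coli growth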
E coli RNAP = Escherichia coli RNA polymerase inhibition; P0A8V2; E. coli RNA polymerase, fluorescence transcription assay; inhibition, %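 (tested at 10 µM)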; actives 0.2% (n = 62,000); in the data active = inhibition above about 20%;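 note: 0% = enzyme without compound and 100% = no enzyme blank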
NADH enzymes = blocks coupling enzymes of NAD/NADH assays. actives 0.02% (n = 65,000). IC50, µM (top dose mostly 10 µM), for the others: at the top dose inhibition. coupled PK/LDH NADH assays, four targets;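 active = single-dose screening hits from any of four coupled enzyme assays that gave an IC50 when retested across doses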;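 note: the DPM-DC format reads NADH fluorescence rather than 340 nm absorbance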
TNAP act DEA = human TNAP activation, intermediate phosphate acceptor. P05186. purified TNAP, CDP-star luminescence, 100 mM DEA, 30 min; hits give high values; scale: 0 levamisole-inhibited, 1 vehicle-only enzyme. activation factor at 20 µM. 64,000 tested, under 10 active. AID 813;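 active = activation factor of at least 2 at 20 µM, relative to controls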
Target sequence (P05186 whole entry, looked up): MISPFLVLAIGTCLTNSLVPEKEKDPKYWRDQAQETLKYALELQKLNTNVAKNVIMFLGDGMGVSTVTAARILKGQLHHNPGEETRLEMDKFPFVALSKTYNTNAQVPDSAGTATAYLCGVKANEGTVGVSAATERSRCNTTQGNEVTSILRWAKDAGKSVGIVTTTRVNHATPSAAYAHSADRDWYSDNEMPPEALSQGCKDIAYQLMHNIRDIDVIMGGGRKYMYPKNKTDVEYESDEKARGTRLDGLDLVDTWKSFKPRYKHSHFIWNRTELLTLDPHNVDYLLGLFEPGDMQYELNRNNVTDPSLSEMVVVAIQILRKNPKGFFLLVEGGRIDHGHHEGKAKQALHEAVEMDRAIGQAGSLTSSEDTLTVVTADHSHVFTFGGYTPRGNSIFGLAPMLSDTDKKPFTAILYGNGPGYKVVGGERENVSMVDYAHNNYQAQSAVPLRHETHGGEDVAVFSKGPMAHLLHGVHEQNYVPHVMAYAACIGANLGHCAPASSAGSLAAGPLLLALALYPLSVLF
Fluor 339 460 = intrinsic fluorescence of library compounds, ex339/em460 – biochemical, MLSMR library, data from DPM-DC assay, artefact control, profiling panel; compound autofluorescence, ex339/em460 nm, NADH buffer; hits give high values; 1 = no-compound wells, NADH background; fluorescence fold increase at 10 µM; actives 5.5% (n = 65,000); AID 709;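 active = at 10 µM, mean starting fluorescence two-fold or more over control wells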;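 note: signal is the first read of a kinetic run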
RORa activator = activators of human nuclear receptor RORA. P35398. CHO-K1 Gal4-RORA LBD luciferase reporter, luminescence; percent increase over mock-subtracted basal signal. activation, % at 10 µM. actives 1.5% (n = 65,000);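 active = activation above the mean of all tested compounds plus 3 SD, cut at about 49% in these data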;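 note: 0% = DMSO-treated RORA cells and 100% = added signal equal to DMSO minus mock-transfected cells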
Target sequence (P35398 whole entry, looked up, the tested form may be a part): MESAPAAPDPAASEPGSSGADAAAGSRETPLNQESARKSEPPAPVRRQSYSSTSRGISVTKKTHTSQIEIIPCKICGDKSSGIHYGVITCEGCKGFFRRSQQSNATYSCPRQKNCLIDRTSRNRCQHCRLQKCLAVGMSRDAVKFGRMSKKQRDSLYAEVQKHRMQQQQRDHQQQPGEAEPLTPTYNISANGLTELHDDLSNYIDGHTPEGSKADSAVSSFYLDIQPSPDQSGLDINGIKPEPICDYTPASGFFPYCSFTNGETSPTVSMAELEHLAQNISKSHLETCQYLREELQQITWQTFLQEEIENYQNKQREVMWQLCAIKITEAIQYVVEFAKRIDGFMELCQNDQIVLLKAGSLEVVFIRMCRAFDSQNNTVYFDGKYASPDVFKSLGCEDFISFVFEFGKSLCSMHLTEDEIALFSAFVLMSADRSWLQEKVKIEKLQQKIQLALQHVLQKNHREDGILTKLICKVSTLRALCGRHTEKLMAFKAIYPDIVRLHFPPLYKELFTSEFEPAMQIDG
M1 antagonist = blocks the rat M1 muscarinic receptor response to acetylcholine; P08482; CHO-M1 cells, Fluo-4 calcium, ACh EC80 antagonist mode; hits give low values; B-score at 10 µM; actives 3.4% (n = 64,000); AID 628;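 active = calcium fluorescence response, raw or row-and-column corrected B-score, differing from the plate sample mean either way at a set confidence level, mostly lower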
M1 ag = agonists of M1 muscarinic receptor. CHO-M1 cells, Fluo-4 calcium fluorescence, agonist mode; hits give high values. B-score at 10 µM. actives 3% (n = 64,000). AID 626;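 active = fluorescence rise, raw or as B-score row- and column-corrected plate score, outside the 99.7% band of its plate's samples, either direction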
Starred values were filed as active, the others as inactive; nt = not tested or not shown.

# | SMILES | SF1 activator | tolC growth inh | E coli RNAP | NADH enzymes | TNAP act DEA | Fluor 339 460 | RORa activator | M1 antagonist | M1 ag
1 | Cc1cc(C)n(-c2nc3ccccc3c(=O)n2OCC(=O)Nc2c(C)cccc2C)n1 | -8 | 22 | 5 | 9% | 1 | 1.5 | -4 | -0.099 | 0.62
2 | CCOc1ccc2nc(SCC(=O)NC3CCS(=O)(=O)C3)[nH]c2c1 (stereo not drawn) | -13 | -3 | 4 | 3% | 1 | 1 | 2 | 0.29 | -0.25
3 | Cc1ccc(CCNC(=O)C2CCN(S(=O)(=O)N3CCCC3)CC2)cc1 | -7 | -7 | -1 | 1% | 1 | 1 | -2 | -1.8 | -1
4 | CC1(C)NC(=O)N(CC(O)CNC23CC4CC(CC(C4)C2)C3)C1=O (stereo not drawn) | 6 | 6 | 7 | 3% | 1 | 1.1 | 9 | -0.18 | -0.053
5 | COc1ccc(OC)c(C2C(C(C)=O)=C(O)C(=O)N2Cc2cccnc2)c1 (stereo not drawn) | -2 | -19 | 7 | 5% | 0.9 | 1 | -9 | -0.82 | -2.4
6 | CCC(=O)Nc1cc(-c2nn(C)c(=O)c3ccccc23)ccc1OC | -8 | 1 | 10 | 2% | 1 | 1 | 0 | -0.29 | 0.14
7 | Cn1c(=O)n(C)c2cc(C(=O)c3ccccc3)ccc21 | 2 | 5 | nt | 3% | 0.9 | 1.1 | 7 | 0.19 | -0.32
8 | COc1ccccc1OCC(=O)N(Cc1nc(-c2ccc(Cl)cc2)no1)C(C)C | -9 | 10 | 3 | 0% | 0.9 | 1.1 | 12 | -0.64 | -0.17
9 | COc1ccc(-c2nc3ccccc3c(=O)n2CCN2CCOCC2)cc1 | 11 | -6 | 2 | 3% | 0.9 | 1.1 | 1 | -0.034 | -0.3
10 | Cc1noc(C)c1CSc1nc2ccccc2s1 | 19 | 18 | 1 | 7% | 0.8 | 1.1 | 4 | 0.28 | 0.6
11 | O=C1N(c2ccc(Cl)c(Cl)c2)CN(Cc2ccccc2)CN1n1cnnc1 | 2 | -8 | -4 | 7% | 0.8 | 1.1 | 5 | -1.1 | -0.16
12 | CC1(C)Cc2c(sc3c2c(=N)n(Cc2ccco2)c(=O)n3CC(=O)Nc2ccc(Cl)cc2)CO1 | 2 | nt | 6 | 5% | 0.9 | 1.1 | 15 | 0.034 | -0.6
13 | O=C1C(Cl)=C(N2CCCCCC2)C(=O)N1c1ccccc1 | 11 | 26 | 9 | 1% | 0.9 | 1 | 15 | -3.1* | 0.13
14 | O=C(CN(C(=O)C1CSC(=O)C1)c1ccccc1F)NCc1ccc2c(c1)OCO2 (stereo not drawn) | 5 | -5 | 10 | 8% | 0.9 | 1.1 | -4 | 0.76 | -0.022
15 | CC1CCc2nc(NC(=O)c3cc(C(C)(C)C)nn3C)sc2C1 (stereo not drawn) | -6 | 67* | 6 | 7% | 0.9 | 1.1 | 10 | 0.12 | -1.1
16 | O=C1NC(c2cccnc2)C(C(=O)c2cccs2)C(O)(C(F)(F)F)N1 (stereo not drawn) | -4 | -23 | -1 | 7% | 0.9 | 1 | 8 | -0.13 | -0.034
17 | CCCS(=O)(=O)N1CCCC(C(=O)NCCN2CCCCC2C)C1 (stereo not drawn) | -2 | -24 | 5 | 4% | 0.9 | 1.1 | -9 | -0.057 | 0.86
18 | Cn1c(=O)n(C)c2cc(CN3C(=O)OC(C)(C)C3(C)O)ccc21 (stereo not drawn) | -24 | -5 | 5 | 5% | 1 | 1.1 | 0 | 0.65 | 0.13
19 | Cc1cc(NC(=O)CCCOc2ccc(Cl)cc2Cl)no1 | 9 | -13 | nt | 7% | nt | 1 | -6 | -0.31 | 1
20 | COc1ccc(CN2C(=O)CN=C2Nc2ccc(C)cc2C)cc1 | 9 | 5 | 5 | 4% | 0.9 | 1 | -8 | -0.49 | 1.2
21 | CC1(C)Cc2c(sc3nc4n(c(=N)c23)CCCCC4)CO1 | -2 | -18 | 10 | 2% | 0.4 | 1 | 4 | -2.7* | -0.41
22 | C=CCn1c(NCCO)nc2sc3c(c2c1=O)CCC3 | 6 | -1 | 12 | 1% | 1 | 1.2 | -4 | -0.086 | -0.019
23 | COc1ccccc1CC(NC(C)=O)C(=O)N1CCN(C(=O)Nc2ccccc2Cl)CC1 (stereo not drawn) | -1 | -30 | -1 | 5% | 1 | 1.1 | 3 | -0.14 | -0.19
24 | O=C(Cn1nnc(-c2ccccc2F)n1)Nc1ccc2c(c1)OCO2 | 1 | 18 | 3 | 0% | 0.9 | 1.1 | 11 | -0.077 | 5.7*
25 | Cc1ccc2c(c1)nnn2C1CCN(S(=O)(=O)c2ccc(C(=O)N3C(C)CCCC3C)cc2)CC1 (stereo not drawn) | -24 | 38 | 8 | 6% | 0.8 | 1.1 | -63 | nt | nt

Record cards (already shown).
Shown for COc1ccc(CN2C(=O)CN=C2Nc2ccc(C)cc2C)cc1 → SF1 activator: 9; tolC growth inh: 5; E coli RNAP: 5; NADH enzymes: 4%; TNAP act DEA: 0.9; Fluor 339 460: 1; RORa activator: -8; M1 antagonist: -0.49; M1 ag: 1.2
Shown for CC1(C)Cc2c(sc3c2c(=N)n(Cc2ccco2)c(=O)n3CC(=O)Nc2ccc(Cl)cc2)CO1 → SF1 activator: 2; tolC growth inh: nt; E coli RNAP: 6; NADH enzymes: 5%; TNAP act DEA: 0.9; Fluor 339 460: 1.1; RORa activator: 15; M1 antagonist: 0.034; M1 ag: -0.6

(list continues)
# | SMILES | SF1 activator | tolC growth inh | E coli RNAP | NADH enzymes | TNAP act DEA | Fluor 339 460 | RORa activator | M1 antagonist | M1 ag
26 | O=C(NCCN1CCCC1)C1(S(=O)(=O)c2ccc(Cl)cc2)CC1 | -13 | -2 | 3 | 4% | 0.9 | 1.1 | -1 | -1.1 | 0.19
27 | COc1ccc(N2C(=O)CC(N(Cc3ccc(S(N)(=O)=O)cc3)C(C)=O)C2=O)cc1 (stereo not drawn) | -14 | 12 | -5 | 4% | 1 | 1.1 | -29 | 0.032 | 1.1
28 | Cc1ccccc1OCc1nnc(SCC(=O)Nc2ccc3c(c2)OCO3)n1C | 8 | 11 | -1 | 9% | 0.9 | 1 | -26 | -0.056 | 0.44
29 | CCOc1ncccc1C(=O)OCc1cc(=O)n2c(n1)sc1ccccc12 | -5 | 0 | 5 | 8% | 0.9 | 1.4 | 12 | -0.19 | 0.021
30 | Cc1cnc(C(=O)OCC(=O)Nc2ccc(Cl)cc2Cl)cn1 | -8 | -24 | 7 | 4% | 0.9 | 1.1 | 4 | 0.24 | 0.076
31 | CCOC(=O)c1cc(NC(=O)c2c(C)noc2C)cc(C(=O)OCC)c1 | -15 | 12 | nt | 7% | 0.9 | 1 | -19 | -0.16 | -0.2
32 | O=c1c2ccccc2nc(-c2ccco2)n1/N=C/c1ccco1 | 2 | -21 | 8 | 11% | 0.9 | 1 | 12 | 0.64 | 0.86
33 | c1ccc(Cc2nn3c(COc4ccccc4)nnc3s2)cc1 | -14 | 8 | 6 | 12% | 0.9 | 1.1 | 3 | -0.63 | -0.46
34 | CCCC(=O)Nc1cccc(C(=O)Nc2nccs2)c1 | 21 | -9 | 1 | 7% | 1 | 1.1 | 29 | -0.35 | 2.9
35 | CCCCn1c(CN2CCN(c3ccccc3)CC2)nc2c1c(=O)n(C)c(=O)n2C | -26 | 5 | 7 | 2% | 0.9 | 1 | -1 | -0.13 | -0.013
36 | CSc1ccc(Cl)c(C(=O)NCC(C)C)c1 | -13 | -12 | -1 | 4% | 0.9 | 1.1 | -18 | 0.73 | 0.37
37 | O=c1cc(N2CCOCC2)[nH]c(=O)n1C1CCCCC1 | 1 | -22 | -7 | 5% | 1 | 1.1 | -15 | 0.29 | 0.29
38 | CCC1(C)OC(=O)N2CCc3c(C)[nH]c4c(C)ccc(c34)C21C (stereo not drawn) | -12 | 44 | 9 | 0% | 1 | 1 | 7 | -0.13 | 0.093
39 | CCN1C(=O)c2cccc3c(S(=O)(=O)Nc4ccccc4OC)ccc1c23 | -26 | 19 | 2 | 4% | 1 | 1.2 | -6 | -0.77 | -0.041
40 | CCN1C(=O)N(CC)C(O)(c2ccccc2)C1(O)c1ccccc1 (stereo not drawn) | -4 | 6 | 6 | 6% | 0.9 | 1.1 | 8 | -0.55 | 1.3
41 | CC(C)N(C=O)C1(C(=O)NC2CCCCC2)CCCCC1 | 0 | -1 | 7 | 3% | 0.9 | 1.1 | -8 | 0.13 | 1
42 | CSc1nc(NCC(C)C)nc(N2CCOCC2)n1 | -2 | 7 | 4 | 4% | 0.9 | 1.1 | 4 | 0.074 | -0.003
43 | CC(=O)c1cccc(NC(=O)c2cnn3ccccc23)c1 | 67* | 5 | -1 | 8% | 1 | 1 | 9 | 0.013 | -0.023
44 | Cn1c(Cn2nnc3ccccc32)nnc1SCC(=O)NCc1ccc2c(c1)OCO2 | 18 | -13 | 10 | 9% | 0.9 | 1.1 | -6 | -0.13 | -0.17
45 | CC(=O)N1CCc2cc(S(=O)(=O)NCCC(=O)NCCc3ccccc3)ccc21 | -2 | -24 | 0 | 6% | 0.9 | 1.1 | -12 | 0.55 | -0.07
46 | O=C1c2cccnc2C(Nc2ccc(S(=O)(=O)N3CCCCC3)cc2)N1Cc1ccccc1 (stereo not drawn) | 8 | 8 | 5 | 7% | 0.9 | 1 | 3 | -1.2 | 2.5
47 | O=C(COC(=O)c1cccs1)NCc1ccccc1 | 9 | -22 | 5 | 2% | 0.9 | 1.1 | 16 | -0.057 | 0.011
48 | COc1ccc(C(=O)Nc2ccccc2NC(=O)c2ccco2)cc1OC | -6 | -12 | 4 | 4% | 0.9 | 1.1 | -10 | 0.74 | -0.17
49 | COCc1cc(C)nc(SCC(=O)Nc2ccc(C)c(C)c2)c1C#N | 47 | 8 | 12 | 1% | 0.8 | 1.1 | 33 | 0.52 | -1.4
50 | CC1(C)CC(=O)C=C(NC2CC(C)(C)NC(C)(C)C2)C1 | 12 | -10 | 3 | 5% | 0.9 | 1.1 | 11 | 0.14 | 0.94
51 | Cc1nc2ncnn2c(N2CCN(C(=O)Cc3cccs3)CC2)c1C | 5 | -19 | 6 | 3% | 1 | 1.1 | 5 | -1 | 0.069

Looked up by structure from the list above (five):
# | SMILES | SF1 activator | tolC growth inh | E coli RNAP | NADH enzymes | TNAP act DEA | Fluor 339 460 | RORa activator | M1 antagonist | M1 ag
32 | O=c1c2ccccc2nc(-c2ccco2)n1/N=C/c1ccco1 | 2 | -21 | 8 | 11% | 0.9 | 1 | 12 | 0.64 | 0.86
41 | CC(C)N(C=O)C1(C(=O)NC2CCCCC2)CCCCC1 | 0 | -1 | 7 | 3% | 0.9 | 1.1 | -8 | 0.13 | 1
19 | Cc1cc(NC(=O)CCCOc2ccc(Cl)cc2Cl)no1 | 9 | -13 | nt | 7% | nt | 1 | -6 | -0.31 | 1
10 | Cc1noc(C)c1CSc1nc2ccccc2s1 | 19 | 18 | 1 | 7% | 0.8 | 1.1 | 4 | 0.28 | 0.6
30 | Cc1cnc(C(=O)OCC(=O)Nc2ccc(Cl)cc2Cl)cn1 | -8 | -24 | 7 | 4% | 0.9 | 1.1 | 4 | 0.24 | 0.076

An unsorted share of the library; overall some 15% were active at least once.
